# NSD2 HMT inh – NSD2 histone methyltransferase inhibitors, primary screen, biochemical, AlphaScreen, single concentration, set 2; Histone-lysine N-methyltransferase NSD2 (Homo sapiens), O96028; NSD2 peptide methylation, 120 min; inhibition, % at 12.5 µM; 310,000 tested, 0.54% active; AID 743445, 2014; in the data active means inhibition above about 50%
# SR-BI uptake up – activators of SR-BI mediated DiI-HDL uptake, primary screen, ldlA[mSR-BI] CHO cells, DiI fluorescence; AID 504775, 2011; 3 h; 100 = double the neutral-control signal; activation, % at 12.5 µM; 320,000 tested, 0.096% active;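 active means mean replicate activation of at least 60% and every replicate at or above 60%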;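 further: 0% = median plate neutral-control signal and 100% = twice that signal; values of inactives mirror those of a sister screen read the other way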
#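 Assay system: LDL receptor-deficient CHO ldlA cells overexpressing murine SR-BI / Medium: BSA-supplemented, HEPES-buffered Ham's F12, pH 7.4 / Probe or stimulus: DiI-labelled HDL at 10 µg/mL final / Timing: compound with DiI-HDL co-incubation, 3 h at 37 °C / Technique: bottom-read cell fluorescence after medium removal, ex 550/em 595 nm / Measure: HDL uptake via cellular fluorescence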
# PKA-R2B act – activators of PKA-R2B holoenzyme, primary screen, biochemical, fluorescence polarization, Cy5-IP20, human. cAMP-dependent protein kinase catalytic subunit beta (Homo sapiens) + cAMP-dependent …. PKA-R2B holoenzyme dissociation; R2B truncated from residue 108, S112A mutant; 0% DMSO only, 100% 113 µM cGMP. 340,000 tested, 0.079% active. AID 504700, 2011. activation, % at 11.4 µM;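 active means activation above a cutoff set at the mean over all compounds plus 3 SD, cut at about 18% in these data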;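 further: higher means more holoenzyme dissociation and a rise in polarization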
# Target sequence (P31323 whole entry, looked up, other chains not shown, the tested form may be a part): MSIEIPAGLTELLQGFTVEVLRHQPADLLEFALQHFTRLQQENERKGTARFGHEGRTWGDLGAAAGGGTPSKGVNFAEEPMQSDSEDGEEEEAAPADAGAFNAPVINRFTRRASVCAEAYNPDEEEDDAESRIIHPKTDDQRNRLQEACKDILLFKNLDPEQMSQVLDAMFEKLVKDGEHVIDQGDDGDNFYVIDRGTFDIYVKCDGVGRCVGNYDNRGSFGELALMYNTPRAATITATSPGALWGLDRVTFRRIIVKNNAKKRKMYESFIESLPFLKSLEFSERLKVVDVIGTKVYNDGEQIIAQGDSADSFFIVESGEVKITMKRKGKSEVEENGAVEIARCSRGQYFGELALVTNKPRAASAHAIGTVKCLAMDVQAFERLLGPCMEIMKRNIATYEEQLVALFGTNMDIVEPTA
# Arrestin-AP2 inh – inhibitors of beta-arrestin/AP2 binding, primary screen, biochemical, GPCR trafficking, flow cytometry; beta-arrestin 1 C-terminal peptide binding to AP2 beta2-adaptin appendage (human); FITC-arrestin peptide / GST-AP2 beads; AP2 beta2 appendage carries R879A mutation; inhibition, % at 10 µM; 340,000 tested, 0.31% active; AID 504490, 2011;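 active means inhibition above a set limit, near 3 SD of compounds lacking own fluorescence, cut at about 54% in these data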;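 further: plate controls were DMSO wells for no effect and 5 µM unlabelled arrestin peptide for full effect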
#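 Test system: GST-tagged AP2 beta2-adaptin appendage (R879A) on 4 µm glutathione beads; also added: fluorescein-tagged arrestin peptide at 50 nM final; timing: 12 min plus 1 h, RT; signal: flow cytometry, FL1 (488/535 nm); read-out: percent drop in bead-associated FITC signal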
# SR-BI DiI inh – inhibitors of SR-BI mediated HDL lipid uptake, primary screen, ldlA[mSR-BI] cells, fluorescence, single point | Scavenger receptor class B member 1 (Mus musculus), Q61009 | ldlA[mSR-BI] CHO cells, DiI-HDL uptake fluorescence, 3 h | inhibition, % at 12.5 µM | 320,000 tested, 0.96% active;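 active means mean replicate inhibition of at least 70% and a set share of replicates each scoring 70 or more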;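 further: 0% = median of neutral control wells and 100% = median of positive control wells; values of inactives mirror those of a sister screen read the other way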
# SUMO Mot1 rescue – yeast Mot1-301 growth rescue at high temperature, primary screen, SUMOylation pathway inhibitor project, S. cerevisiae, ATP luminescence, 38.5C | S. cerevisiae Mot1-301 growth rescue; percent above DMSO median, 100 means doubled | growth rescue, % at 18.8 µM | 320,000 tested, 1% active;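 active means every valid replicate shows activation above 250% relative to neutral control wells; inactive means the rest, any valid replicate at or below 250%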;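 further: OY570 slx delta 5 strain wells were the positive control but not used for scaling; some compounds called inactive have numbers as strong as hits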
# CDK5 inh – inhibitors of human CDK5/p35 kinase, primary screen, biochemical, single concentration. 330,000 tested, 0.01% active. inhibition, % at 10 µM. Cyclin-dependent kinase 5 (Homo sapiens) + Cyclin-dependent kinase 5 activator 1 (Homo …. AID 488839, 2010. Recombinant CDK5/p35, ADP-Glo luminescence, 60 min;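 active means highest replicate inhibition of at least 50% and at least 75% of replicates reaching 50%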;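 further: plate controls were DMSO neutral control for no effect and GW8510 at 10 µM for full effect; many of its hits are not listed in these tables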
# DSG3 Ab inh – inhibitors of pemphigus antibody binding to DSG3, primary screen, biochemical, bead-based, flow cytometry, scFv-GFP; Desmoglein-3 (Homo sapiens), P32926; 310,000 tested, 0.48% active; binding (percent of control), % at 10 µM; DSG3-coupled beads, scFv-anti-DSG3-GFP binding; hits give low values; AID 588358, 2011;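 active means binding more than 3 SD below its plate's average and above zero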;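 further: hits lower antibody fragment binding to DSG3; some compounds called inactive have numbers as strong as hits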
# PKA-R1A activ – activators of PKA-R1A holoenzyme, primary screen, biochemical, fluorescence polarization, Cy5-IP20, bovine R1A, mouse PKAc; PKA-R1A dissociation; scaled: DMSO 0%, 113 µM cGMP 100%; cAMP-dependent protein kinase type I-alpha regulatory subunit (Bos taurus) + …; 340,000 tested, 0.083% active; activation, % at 11.4 µM;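 active means percent activation above the mean of all tested compounds plus 3 SD, cut at about 19% in these data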;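 further: higher means more PKAc released from R1A so a rise in polarization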
# MITF act – activators of MITF-driven TRPM1 promoter reporter, primary screen, cell-based, SK-MEL-5, luciferase, single point; 300,000 tested, 0.75% active; SK-MEL-5 TRPM1-promoter luciferase, 24 h; % of positive control, neutral wells = 0; activation, % at 12.5 µM;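 active means mean activation of at least 80% with every replicate also reaching 80%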;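 further: 0% = neutral control wells and 100% = parthenolide positive control wells; values of inactives mirror those of a sister screen read the other way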
# dFosB act – activators of delta FosB homodimer, primary screen, biochemical, fluorescence polarization, TAMRA-CDK5 oligo, single point | purified delta FosB; percent of positive-control signal above neutral wells | activation, % at 25 µM | 340,000 tested, 0.99% active | AID 493131, 2011;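 active means mean activation above about 17%, with every replicate also reaching it, limit read from the data, passing the limit was not always enough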;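 further: fluorescence polarization rise as delta FosB binds a TAMRA Cdk5 AP-1 oligo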
# Target sequence (P13346 whole entry, looked up): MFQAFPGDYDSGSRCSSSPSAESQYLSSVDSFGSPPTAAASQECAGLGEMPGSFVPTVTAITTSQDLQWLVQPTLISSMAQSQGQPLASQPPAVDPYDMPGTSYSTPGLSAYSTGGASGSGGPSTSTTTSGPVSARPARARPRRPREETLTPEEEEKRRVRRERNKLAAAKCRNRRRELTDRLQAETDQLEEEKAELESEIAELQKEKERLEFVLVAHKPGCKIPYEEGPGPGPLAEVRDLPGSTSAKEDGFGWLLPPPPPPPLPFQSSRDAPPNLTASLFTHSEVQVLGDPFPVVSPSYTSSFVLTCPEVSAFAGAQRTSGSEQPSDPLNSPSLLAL
# * marks the source's active call; other numbers are inactive results; x = not tested or not shown.
SMILES,NSD2 HMT inh,SR-BI uptake up,PKA-R2B act,Arrestin-AP2 inh,SR-BI DiI inh,SUMO Mot1 rescue,CDK5 inh,DSG3 Ab inh,PKA-R1A activ,MITF act,dFosB act
CCCCN(C(=O)C1CC(=O)N(CCc2ccc(OC)c(OC)c2)C1)c1c(N)n(CC(C)C)c(=O)[nH]c1=O (configuration not stated),-3.1,23.4,10.9,26.2,-23.4,x,-0.7,102.8,2.4,-4.5,-1.2
CCOC(=O)N1CCN(C(=S)NC)CC1,-1.3,45.3,-18.4,26.6,-45.3,-11.0,0.4,101.6,-10.1,5.0,1.9
COc1ccc(C2C3=C(N=C4SCC(=O)N42)c2ccccc2CC3)cc1 (configuration not stated),-1.5,-32.1,-0.3,3.2,32.1,x,1.4,102.6,-21.2,14.4,1.5
CCc1[nH]nc2c1C(Cc1ccccc1)C(C#N)=C(N)O2 (configuration not stated),-0.9,10.4,1.5,5.7,-10.4,-13.2,0.0,x,-2.2,x,2.7
Cc1cccc(NC(=O)c2nc[nH]c2C(=O)N2CCN(C(=O)OC(C)(C)C)CC2)c1,x,15.5,1.9,15.3,-15.5,-1.9,-3.8,103.0,3.2,9.0,-10.6
Cc1nn(CC(=O)N2CCOCC2)c(C)c1[N+](=O)[O-],0.5,49.5,3.5,-1.2,-49.5,3.7,0.5,96.8,-7.4,-4.9,1.3
CC(=O)c1ccc(Sc2ccc(C(C)=O)cc2)cc1,-2.0,-24.8,3.9,30.1,24.9,0.5,-0.7,97.4,-0.8,40.0,-2.3
O=c1c2sccc2nc(SCc2cc(=O)n3cc(Cl)ccc3n2)n1Cc1ccccn1,-5.9,8.3,-6.7,-0.7,-8.3,-6.1,3.6,101.5,-1.3,34.3,-13.7
Cc1cc(OCC(=O)OCC(=O)NCCN2C(=O)CSC2=O)ccc1Cl,-4.2,2.8,12.2,-9.9,-2.8,25.5,1.0,92.5,0.8,3.8,-3.8
CC(=O)NC(C)C12CC3CC(CC(C(=O)O)(C3)C1)C2 (configuration not stated),-3.2,13.6,-8.6,8.0,-13.6,2.6,1.3,100.3,3.5,2.2,0.4
O=C(NCC(=O)N(c1ccccc1)C(C(=O)NCC1CCCO1)c1ccccc1)c1cccs1 (configuration not stated),-3.6,8.8,-2.1,-15.6,-8.8,679.5*,1.5,94.6,-15.9,-7.2,-5.6
CCc1ccc(Cn2nnc(C(=O)Nc3ccc(OC)cc3OC)c2N)cc1,x,5.3,10.4,14.1,-5.3,209.1,-1.9,96.5,-6.3,5.1,-3.8
Cc1c(NC(=O)CSc2nnc(-c3ccco3)n2-c2ccccc2)c(=O)n(-c2ccccc2)n1C,0.6,4.1,9.7,13.1,-4.1,6.6,0.7,104.8,11.8,-6.1,-10.0
Cc1csc(=O)n1CCC(=O)OCC(=O)NNC(=O)c1ccc(Br)cc1,1.3,8.8,-3.0,23.5,-8.8,-5.8,0.4,x,6.5,2.8,5.0
CC(=O)c1nnn(-c2ccc(F)cc2F)c1C,-1.5,3.9,0.8,15.9,-3.9,-7.6,-3.4,110.9,-6.2,x,1.3
COC(=O)c1cccc(-c2noc(-c3ccccc3F)n2)c1,x,-9.9,-9.8,-0.6,9.9,-6.0,-1.3,103.2,1.1,13.1,1.9
COc1cc(C(=O)OCCc2c(C)nc3nc[nH]n3c2=O)cc(OC)c1OC,x,-1.6,4.0,14.8,1.6,210.7,-1.9,92.9,3.6,0.0,0.1
Cc1ccc(NC(=O)CCN2CCN(CCO)CC2)cc1,-1.6,6.1,-10.1,-0.7,-6.1,x,0.3,112.5,8.0,x,0.4
C/C(=N\OCC(=O)OCC(=O)NC(=O)c1ccccc1)c1ccc2c(c1)OCO2,-0.1,23.0,11.9,18.6,-23.0,-13.8,4.7,92.3,-4.0,0.2,-0.9
CCN1CCCC1CN(Cc1cc2ccc(C)cc2[nH]c1=O)C(=S)Nc1ccc(OC)cc1OC (configuration not stated),18.3,24.1,3.4,15.4,-24.1,561.8*,1.2,x,-5.0,-1.2,3.3
Clc1ccc(Cn2cc(/C=N/n3cnnc3)c3ccccc32)c(Cl)c1,25.3,-36.3,12.0,22.1,36.3,68.0,-1.3,104.1,-7.8,-14.6,24.7*
COc1cc(C(=O)OCC(=O)Nc2ccc(C)cc2)cc(OC)c1OC,x,0.5,0.1,14.1,-0.5,69.2,-2.3,101.2,-13.0,-12.5,-3.9
Cc1c(CCO)c(=O)n(-c2ccccc2)n1S(=O)(=O)c1ccc([N+](=O)[O-])cc1,-2.1,33.4,-1.9,7.1,-33.4,-10.5,1.3,101.6,-1.7,-10.1,-1.2
CC(=O)N1c2ccc(S(=O)(=O)N3CCC(C(=O)NCc4ccc(F)cc4)CC3)cc2CC1C (configuration not stated),-5.4,11.8,2.1,-5.7,-11.8,-6.0,-0.6,x,0.3,3.6,-1.8
Cc1ccc(NC2CCCN(C(=O)CCCN3CCCCC3=O)C2)cc1C (configuration not stated),0.2,-1.0,7.7,-3.3,1.0,-12.6,-1.4,101.7,4.2,-4.9,-6.1
CCc1nn(-c2cc(Oc3ccccc3)nc(-c3ccccc3)n2)c(N)c1C#N,-1.9,4.1,-6.2,13.3,-4.1,-13.0,0.6,104.2,11.8,-12.4,-1.1
COc1ccccc1N1CCN(c2nc3ccccc3nc2C(C#N)C(=O)OC(C)C)CC1 (configuration not stated),3.2,-49.0,6.0,1.8,49.0,-6.5,-0.6,103.8,-9.9,1.1,-9.5
Cc1nc(Cc2ccccc2)sc1CC#N,-0.4,-6.5,-4.3,-6.2,6.5,x,0.7,x,-7.4,-2.2,4.4
COc1cccc(NC(=O)CN(C)C(=O)CCN2C(=O)C3CC=CCC3C2=O)c1 (configuration not stated),3.6,7.8,1.9,-3.1,-7.8,x,0.6,123.2,-6.7,-6.0,-6.6
Cc1nn(Cc2ccccc2)c(C)c1NC(=O)CSc1nc(-c2ccccc2)nc2c1cnn2-c1ccccc1,1.2,-44.0,-8.9,-2.6,44.0,x,-2.4,101.4,-5.4,-4.7,0.3
O=C(CN(Cc1ccccc1C(F)(F)F)C(=O)CNC(=O)c1ccco1)NC1CCCC1,-2.9,12.7,-3.7,2.5,-12.7,-8.3,-1.5,104.7,1.5,-6.0,-2.0
COc1ccc(COC(=O)C2=C(C)NC(=O)NC2c2ccccc2OC(C)C)cc1 (configuration not stated),-0.9,8.0,0.7,-16.6,-8.0,-17.6,1.8,96.0,2.5,-7.7,-7.9
CCN1C(=O)[C@H]2[C@H]3CN=C(SCc4ccc(C#N)cc4)N3[C@@](CC)(C(=O)OC)[C@H]2C1=O,x,29.1,-0.6,-16.2,-29.1,x,-2.7,98.3,-4.7,-0.1,4.7
Cc1ccc(C)c(N(C)C(=O)COc2cc(=O)n(C)c3ccccc23)c1,x,0.7,-5.4,2.4,-0.7,0.0,-0.1,102.6,-9.0,-5.6,-4.0
CCOC(=O)C1=C(C)NC(=S)NC1c1ccc(C)s1 (configuration not stated),2.5,-48.1,0.8,6.0,48.1,-0.6,1.0,96.8,9.9,0.1,-6.8
NC(=O)C1CCN(C(=O)/C=C/c2ccccc2[N+](=O)[O-])CC1,-0.7,x,1.6,28.2,x,15.2,-0.1,85.8,-1.0,5.4,5.8
O=C(CN1C(=O)NC2(CCCCCC2)C1=O)Nc1cccc(F)c1,-2.5,0.4,-6.8,-3.7,-0.4,-17.6,-2.0,102.5,-5.2,x,1.8
C=CCn1c(SC)nc2sc3c(c2c1=O)CCc1ccccc1-3,-2.1,-15.3,2.9,-5.5,15.3,-0.7,-5.6,113.4,-10.9,-3.7,-12.6
Cc1ccc(C(=O)NNC(=O)Cn2nnc3ccccc32)cc1,-2.3,x,-16.5,-9.1,x,x,-2.2,99.6,1.1,20.5,-7.2
O=S(=O)(c1ccc(F)cc1)N1CC2CCCN2c2ccc(C(F)(F)F)cc21 (configuration not stated),-1.3,-27.9,-4.3,-3.0,27.9,0.8,0.4,95.5,0.6,7.2,-7.3
CCCS(=O)(=O)N1CCC(C(=O)NCCCOC)CC1,0.6,17.2,0.5,16.9,-17.2,-12.6,-0.7,111.5,0.1,-3.3,3.0
O=C(CN1C(=O)NC2(CCCCCCC2)C1=O)N1CCN(C(=O)c2ccco2)CC1,37.0,17.4,3.1,3.4,-17.4,9.4,1.6,106.8,3.4,-2.3,-7.8
O=C(CSCc1ccccc1)N1CCN(c2ccccc2)CC1,-2.7,11.8,-0.2,15.0,-11.8,-3.0,0.4,118.7,19.2*,8.6,3.3
Cc1cc(C)n(C(=O)C2CCCN2S(=O)(=O)c2ccc(Cl)cc2)n1 (configuration not stated),3.8,35.5,-7.8,-0.8,-35.5,-18.1,1.0,x,3.2,-6.5,0.4

# Bioassay records from PubChem BioAssay.
